# NPYLR7 agonist: mosquito NPYLR7 agonism. activation, % at 10 µM. 270,000 tested, 0.15% active. AID 1259423. HEK293T NPYLR7/Galpha15, GCaMP6s calcium fluorescence; in the data active = activation above about 40%;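 also: 0% = vehicle and 100% = reference agonist at the receptor; some compounds past the cut are filed as inactive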
# mcGAS inh: inhibitors of mouse cGAS. 160,000 tested, 0.15% active. inhibition, % at 12.5 µM. recombinant cGAS, Kinase-Glo ATP depletion luminescence. Q8C6L5. AID 1259399;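 also: 0% = negative control wells and 100% = reference inhibitor with no enzyme activity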
# hcGAS lum: human cGAS inhibition. Q8N884. recombinant h-cGAS, ATP depletion, Kinase-Glo luminescence. inhibition, % at 12.5 µM. 290,000 tested, 0.081% active. AID 1259398;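 also: 0% = vehicle reaction and 100% = reaction without DNA for no activity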
# Target sequence (Q8N884 whole entry, looked up): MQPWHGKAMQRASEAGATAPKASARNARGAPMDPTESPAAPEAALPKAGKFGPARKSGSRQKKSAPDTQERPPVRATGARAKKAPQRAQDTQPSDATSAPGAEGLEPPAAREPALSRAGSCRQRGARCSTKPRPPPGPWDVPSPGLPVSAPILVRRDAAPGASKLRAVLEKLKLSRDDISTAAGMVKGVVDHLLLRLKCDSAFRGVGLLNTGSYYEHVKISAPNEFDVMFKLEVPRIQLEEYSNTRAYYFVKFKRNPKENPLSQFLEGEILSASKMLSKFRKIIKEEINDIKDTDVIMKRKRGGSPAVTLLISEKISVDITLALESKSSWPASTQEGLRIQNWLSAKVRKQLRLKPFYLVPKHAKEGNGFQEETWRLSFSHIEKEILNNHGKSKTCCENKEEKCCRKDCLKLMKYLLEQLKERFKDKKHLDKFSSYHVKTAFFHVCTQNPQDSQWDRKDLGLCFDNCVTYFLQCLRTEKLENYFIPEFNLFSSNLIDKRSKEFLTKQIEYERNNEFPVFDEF
# Starred values were filed as active, the others as inactive; / = not tested or not shown; & = joins results of further samples. Rule as the data show it, unless noted: active = inhibition above about 40%; inactive = the rest.
SMILES,NPYLR7 agonist,mcGAS inh,hcGAS lum
C=CCNC(=O)NC(=O)CSc1ncnc2scc(-c3ccccc3)c12,-1,-4,-6
O=C(Cc1ccccc1)NCc1nnnn1C1CCCCC1,7,-8,-9
COc1ccc(Cl)cc1NC(=O)CCC1CCCN(C(=O)CCN2CCCO2)C1 (stereo not given),-2,/,-5
CC(=O)Oc1ccc(N2C(=O)C3C4C=CC(C4=C(C)C)C3C2=O)cc1 (stereo not given),-3,-5,-3
CC(=O)Nc1ccc(Nc2cc(C)nc3c(-c4ccccc4)c(C)nn23)cc1,-3,-10,-8
COc1ccc(C2=Nn3c(nnc3C(F)(F)F)SC2)cc1,2,/,0
Cc1cc(C)cc(Cn2c(C)c(C(=O)NCc3ccccc3C(F)(F)F)sc2=O)c1,29,/,-5
NC(=O)c1nc(CCc2ccccc2)nc2c1[nH]c(=O)n2-c1ccc2c(c1)OCO2,-11,-2,-5
CCOC(=O)c1nn(-c2ccccc2)c(=O)cc1OCC(=O)NCc1ccc2c(c1)OCO2,10,/,-6
CCCCn1c(=O)n(C)c(=O)c2c(=S)nc(-c3ccccc3Cl)[nH]c21,-2,-17,-6
Cn1nc(C(=O)N2CCC(N3CCCC(C(=O)N4CCCC4)C3)CC2)ccc1=O (stereo not given),-7,/,-7
COc1ccc2cc(C=C3COc4ccccc4C3=O)ccc2c1,1,8,-8
CC(C)CC(C(=O)NC1CCCC(C)C1)N1CCCCC1=O (stereo not given),0,/,-10
CC(C)C(=O)N1CCCC(C(=O)NC(C)c2ccccn2)C1 (stereo not given),-5,0,-1
COCCNC(=O)C(NC(=O)c1ccc(F)cc1)C1CCN(C(=O)c2cccc(Br)c2)CC1 (stereo not given),4,-5,-3
COc1cccc(CNC(=O)C2CCN(C(=O)[C@@H](C)NC(=O)c3cc(C)nn3C)CC2)c1,9,-5,-3
COc1ccc(CCN2CC(NCc3ccc4c(c3)CCO4)CC2=O)cc1 (stereo not given),6,/,-12
O=C(c1ccc(Cl)cc1)n1sc(=O)c2ccccc21,2,/,-8
CCn1cc(CN2CCC(N3CCC(C(=O)NCC4CCCO4)CC3)CC2)cn1 (stereo not given),5&8,/,-8&-7
O=C(CCc1ccccc1)NC1CCN(c2ccccc2C(=O)NCc2ccc3c(c2)OCO3)CC1,-5,-3,-3
Cc1sc2[nH]c(=S)n(C3CCCC3)c(=O)c2c1C,3,/,0
CCCc1[nH]n(-c2ccc(F)cc2)c(=O)c1C1=C([n+]2ccc(C)c(C)c2)C(=O)N(CCOC)C1=O,-4,-7,-4
CN(CC(=O)NCc1ccco1)C(=O)COc1ccc(F)c(Cl)c1,-2,/,-13
Cc1[nH]n(-c2nc3ccccc3[nH]2)c(=O)c1CCc1ccccc1,-12,/,3
COc1cc(-c2cnc3ccc(NCc4ccco4)nn23)cc(OC)c1OC,-3,1,1
CN1CCC2(CC1)CN(C(=O)c1ccc(Cn3cnnn3)cc1)CCN2C,14,/,-8
COc1ccc(C(=O)Nc2c3c(nn2C(C)(C)C)CS(=O)C3)cc1 (stereo not given),-1,/,-4
CCO[C@H]1CNC[C@@H]1NC(=O)c1cc(CN2CCCC2)c(CC)o1,6,-15,-10
Cc1csc(C(C#N)C(=O)CSc2nc3sc4c(c3c(=O)n2CC2CCCO2)CCC4)n1 (stereo not given),4,/,-6
CC1CN(C(=O)NC(C)c2ccc(-c3cncnc3)cc2)CCO1 (stereo not given),7,-7,-10
N#CC(C(=N)C(C#N)C#N)=C(C=Cc1cccs1)C1CC1,0,-2,-4
COc1cn(CC(=O)NCc2ccco2)c(CSc2nnnn2C)cc1=O,-6,-8,-8
O=C(CC1CCCC1)NCCCNC(=O)CC1CCCC1,3,-9,-7
O=C(NN1C(=O)c2ccccc2C1=O)c1cnc(-c2ccco2)s1,18,/,-5
Clc1cccc(Cl)c1CSc1nnc2ccccn12,5,/,-5
Nc1nc2ccc(SC(F)F)cc2s1,-2,/,-4

# As entered above.
# Result for CC1CN(C(=O)NC(C)c2ccc(-c3cncnc3)cc2)CCO1 (stereo not given) under hcGAS lum: -10
# Result for COc1cc(-c2cnc3ccc(NCc4ccco4)nn23)cc(OC)c1OC under mcGAS inh: 1
# Result for CN1CCC2(CC1)CN(C(=O)c1ccc(Cn3cnnn3)cc1)CCN2C under NPYLR7 agonist: 14
# Result for CCO[C@H]1CNC[C@@H]1NC(=O)c1cc(CN2CCCC2)c(CC)o1 under hcGAS lum: -10
# Result for O=C(CC1CCCC1)NCCCNC(=O)CC1CCCC1 under hcGAS lum: -7
# Result for Cc1csc(C(C#N)C(=O)CSc2nc3sc4c(c3c(=O)n2CC2CCCO2)CCC4)n1 (stereo not given) under NPYLR7 agonist: 4

# Remaining list, next part.
SMILES,NPYLR7 agonist,mcGAS inh,hcGAS lum
Cc1cccc(OCc2ccc(-c3nc(C#N)c(NCCCN4CCOCC4)o3)o2)c1,-1,-11,-7
CCCCN(CC(=O)N(Cc1cccn1Cc1ccccc1Cl)C1CCCCC1)S(=O)(=O)c1ccc(C(C)(C)C)cc1,-4,-6,-3
O=C1NCC(CSc2nnc(Nc3ccccc3F)s2)O1 (stereo not given),2,/,-9
C=C(C)CN1Cc2ccccc2NCCC1=O,2,-9,-8
CC(c1ccc(S(N)(=O)=O)cc1)N(C)c1ncccn1 (stereo not given),2,-6,-18
CC1(C)O[C@@H]2C[C@@](OCc3ccc(F)cc3)(C(=O)NCc3ccco3)CC(OCc3ccc(C(F)(F)F)cc3)[C@@H]2O1 (stereo not given in full),4,-5,-7
N[C@@H](CCCC(=O)O)C(=O)O,3,-3,-5
COc1cc(NC(=O)C(C2CCCC2)N2CCN(C(=O)/C=C/c3ccccc3)CC2)cc(OC)c1 (stereo not given),1,-7,-9
COC(=O)c1ccc(NC(=O)c2cc(-c3ccco3)nc3c2c(C)nn3C2CCS(=O)(=O)C2)cc1 (stereo not given),4,-2,-2
N#Cc1ccc(NC(=O)N(CC(=O)N2CC(=O)N(c3ccc(F)cc3)C2)C2CC2)cc1,14,-4,-4
Cc1ccc2nc(C)c(NC(=O)COc3ccccc3)c(=O)n2c1,5,/,-17
O=C1NC(=Nc2ccc(Br)cc2)SC1Cc1cccc(Cl)c1Cl (stereo not given),-1,1,4

# Some of the entries so far, as tab-separated lines.
Compound	NPYLR7 agonist	mcGAS inh	hcGAS lum
N[C@@H](CCCC(=O)O)C(=O)O	3	-3	-5
COc1cc(NC(=O)C(C2CCCC2)N2CCN(C(=O)/C=C/c3ccccc3)CC2)cc(OC)c1 (stereo not given)	1	-7	-9

# In the list so far, two have bromine.
SMILES,NPYLR7 agonist,mcGAS inh,hcGAS lum
COCCNC(=O)C(NC(=O)c1ccc(F)cc1)C1CCN(C(=O)c2cccc(Br)c2)CC1 (stereo not given),4,-5,-3
O=C1NC(=Nc2ccc(Br)cc2)SC1Cc1cccc(Cl)c1Cl (stereo not given),-1,1,4

# (continued)
SMILES,NPYLR7 agonist,mcGAS inh,hcGAS lum
CCCCNS(=O)(=O)c1ccc(S(=O)(=O)N(C)C)cc1,-2,/,0
O=C(Nc1ccccc1)c1cccc(S(=O)(=O)N/N=C\c2ccccc2)c1,-6,-4,-4
CN(C)CC(C)(C)CNC(=O)c1cncn1-c1cccc(-c2ccccc2C(F)(F)F)c1,0,-5,-1
OC(COc1ccccc1)CN(CCN1CCOCC1)Cc1ccco1 (stereo not given),/,-7,-8
C=CCN1C(=O)NC(c2cc(OC)ccc2OC)C2=C1CN(Cc1cccnc1)C2=O (stereo not given),4,-4,-1
CCOc1ccc2c(=O)c(Oc3ccccc3Br)coc2c1,-12,-7,-4
CCOP(=O)(Cc1ccc(NC(=O)NC2CCCCC2)cc1)OCC,-14,-6,-2
COCCNC(=S)NCCCN(C)c1ccccc1,-10,-6,-5
Cn1c(SCc2csc(-c3cccs3)n2)nnc1C1CC1,4,/,-8
COc1ccc(C(=O)Nc2cccc(NC(C)=O)c2)cc1[N+](=O)[O-],-2,-1,4
O=C(C=Cc1ccsc1)NNC(=O)c1ccccc1F,8,-5,-4
Cc1nc(NCCNS(=O)(=O)c2c(C)noc2C)cc(-n2ccnc2C)n1,-19,-1,3
CCn1nc(C)c(NC(=O)CN(Cc2sccc2C)C2CC2)c1C,-2,/,-5
CCCn1c(N)c(N(CCOC)C(=O)C(F)(F)F)c(=O)n(CC(=O)NC(C)CC)c1=O (stereo not given),3,/,2
Cc1cccc2nc(-c3ccc(C(F)(F)F)cc3)c(NC3CCCCC3)n12,17,-4,-6
CCOC(=O)C1CCN(C(=O)CCCSc2ccc(NC(C)=O)nn2)CC1,-2,-6,-2
COC(=O)CC(NC(=O)c1cccc(NC(C)=O)c1)c1cccs1 (stereo not given),-1,/,-3
CCC1CN(C(=O)c2cnc3ccnn3c2C)CCC(=O)N1Cc1ccccc1 (stereo not given),-2,/,-2
CCOC(=O)c1nn(-c2ccccc2C)c(=O)cc1OS(=O)(=O)c1cc(OC)ccc1OC,-5,-6,-7
NC(=O)C1CN(C(=O)CCl)c2ccccc2O1 (stereo not given),1,/,-5
CCCCn1c(N)c(N(CC(C)C)C(=O)C2CCC2)c(=O)[nH]c1=O,8,/,-4
Cc1ccc(F)c(C(=O)N(C)CCC=C2c3ccccc3CCc3ccccc32)c1Cl,-21,1,1
CCOC(=O)C1C(=O)C=C(c2ccc(OC)cc2)CC1c1ccc([N+](=O)[O-])cc1 (stereo not given),10,-5,-7
O=C(CSc1ccncc1)N1CCOC(Cc2ccccc2Cl)C1 (stereo not given),20,/,-5

# 7 entries from above, as tab-separated lines:
SMILES	NPYLR7 agonist	mcGAS inh	hcGAS lum
COC(=O)CC(NC(=O)c1cccc(NC(C)=O)c1)c1cccs1 (stereo not given)	-1	/	-3
CCn1nc(C)c(NC(=O)CN(Cc2sccc2C)C2CC2)c1C	-2	/	-5
CCOC(=O)C1C(=O)C=C(c2ccc(OC)cc2)CC1c1ccc([N+](=O)[O-])cc1 (stereo not given)	10	-5	-7
CCCn1c(N)c(N(CCOC)C(=O)C(F)(F)F)c(=O)n(CC(=O)NC(C)CC)c1=O (stereo not given)	3	/	2
NC(=O)C1CN(C(=O)CCl)c2ccccc2O1 (stereo not given)	1	/	-5
Cc1cccc2nc(-c3ccc(C(F)(F)F)cc3)c(NC3CCCCC3)n12	17	-4	-6
Cc1ccc(F)c(C(=O)N(C)CCC=C2c3ccccc3CCc3ccccc32)c1Cl	-21	1	1

# New compounds follow:
SMILES,NPYLR7 agonist,mcGAS inh,hcGAS lum
O=C(c1ccccc1)N1CC[C@H](Nc2ccccn2)C[C@H](O)C1,3,-8,-1
COc1ccccc1Oc1cc(N2CCN(C(=O)COc3ccccc3)C(C)C2)ncn1 (stereo not given),-7,-5,-5
CCN(CC)c1ccc(NC(=O)NCCN2CCOC(C)(C)C2)cn1,-4,/,5
CC1(C)C(NC(=O)NCc2cccc(-n3ccnc3)c2)C2CCOC21 (stereo not given),-1,/,-8
Cc1cccc(NC2=NC3(N=C(N)N2)C(=O)N(C)c2ccccc23)c1C (stereo not given),-2,/,-3
COc1ccc(Cc2noc(Cn3cc4c(n3)CCC4)n2)cc1OC,6,-11,-7
COc1ccc(Br)cc1CN(C)CC(=O)Nc1cc(Cl)cc(Cl)c1,13,/,-4
COc1cccc(C(=O)NCCNc2cc(N3CCCC3)nc(C)n2)c1OC,4,/,0
CC(CNC(=O)C(C)S(=O)(=O)Cc1ccc(Cl)c(Cl)c1)c1ccccc1 (stereo not given),10,-5,-5
O=C(Nc1ccccc1Oc1cccnc1)C1CCCN(C(=O)CN2CCCC2=O)C1 (stereo not given),2,/,-12
Cc1nn(-c2ccc(F)cc2)c(C)c1[C@@H]1C=C[C@@H](NC(=O)c2ccco2)C1,-12,-1,1
CCCN(C(=O)c1ccc(Br)cc1)C(C)c1nc2ccccc2c(=O)n1Cc1ccccc1 (stereo not given),31,-5,-4
c1ccc(C(CCn2cnnc2)c2ccco2)cc1 (stereo not given),3,/,1
CN1C(=O)CC(C(=O)Nc2ccccc2)SC1=Nc1ccc(Cl)c(C(F)(F)F)c1 (stereo not given),-1,/,-3
COc1ccc(NC(=O)c2cc(=O)c(OC)cn2C)cc1,-1,/,-2
COc1cccc(CN(C)Cc2nc(-c3cccs3)no2)c1,0,-7,-10
Cc1ccc(S(=O)(=O)NCCC(N)=O)c(C)c1N(C)S(C)(=O)=O,-4,-7,-3
CC(=O)Nc1ccc(Nc2nnc(C)c(=O)[nH]2)cc1,3,/,1
COc1cc(OC)c(OC)cc1/C=C/C(=O)NC(C)c1ccccc1 (stereo not given),9,/,-5
CC1CCCCN1c1nnc(C(=O)NN2CCOCC2)c2ccccc12 (stereo not given),6,/,-6
O=C(OCCN1C(=O)c2ccccc2C1=O)c1ccccc1Cl,-9,-1,3
COc1ccc(N(C(C)=O)c2nc(C=Cc3nc4ccccc4s3)cs2)cc1,1,/,5
CC(C)(C)c1cc2nc(C(=O)N3CCC(C(N)=O)CC3)cc(-c3ccccc3F)n2n1,1,-5,-4
CC(C)NC(=O)C1(C)CCN1Cc1ccc(-c2ccccc2)cc1 (stereo not given),1,/,-7
CC1(C(=O)NS(=O)(=O)c2ccccc2)CCN1C(=O)CC1CCCCC1 (stereo not given),9,/,-3
CN(Cc1ccon1)C(=O)c1ccc(OC2CCN(Cc3ccccn3)CC2)cc1,-5,-4,-8
Cc1ccc(F)c(S(=O)(=O)NC(=O)C2(C)CCN2C(=O)c2cccc3ccccc23)c1 (stereo not given),3,/,-5

# Bioassay records (PubChem BioAssay)
